Screens as filed in PubChem BioAssay.
SMARCA2 activ – activators of SMARCA2 function; MG213 cells, MMTV-luciferase reporter, dexamethasone, overnight; AID 652017; activation, % at 9.1 µM; 370,000 compounds, 1% hits; in the data active = activation above about 7.8%;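 also: 0% = vehicle wells and 100% = reference activator wells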
DAX1 inh-1 – NR0B1 (DAX1) inhibition. AID 504766. 340,000 compounds, 0.99% hits. inhibition, % at 6.75 µM. HEK293 Gal4-DAX1 luciferase reporter, luminescence. P51843;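 active = inhibition above the mean over all tested compounds plus 3 SD, cut at about 4.2% in these data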;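 also: 0% = DAX1-transfected cells with DMSO and 100% = empty-vector control cells with DMSO; inhibition shows as a rise in luminescence from relieved DAX1 repression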
DAX1 inh-2 – inhibitors of DAX1 repression of SF-1 activated StAR promoter; 370,000 compounds, 1.1% hits; inhibition, % at 6.8 µM; AID 652010; HEK293T StAR-luciferase reporter, SF-1/DAX-1 repression relief;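 active = inhibition above the mean over all tested compounds plus 3 SD, cut at about 3.6% in these data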;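 also: 0% = DAX-1 cells with DMSO and 100% = cells lacking DAX-1 with DMSO; higher inhibition means more luminescence from relief of DAX-1 repression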
PG9 Ab binder – small molecules binding HIV-1 gp120 antibody PG9 | TR-FRET gp120-PG9 antibody binding | inhibition, % at 6.7 µM | 360,000 compounds, 0.43% hits | AID 624416; in the data active = inhibition above about 8.5%
hgDAF12 agonist – agonists of H. glycines DAF-12 nuclear receptor. 370,000 compounds, 1.8% hits. HEK293 GAL4-hgDAF12 UAS-luciferase reporter, agonist luminescence; normalized to butyrate control. activation, % at 6.8 µM;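 active = activation above a cutoff set at the mean of all screened compounds plus 3 SD, cut at about 10% in these data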;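 also: 0% = DMSO wells and 100% = sodium butyrate wells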
NPR1 activator – GC-A (human) enzyme activation. P16066. HEK293 GC-A cells, cGMP TR-FRET, EC30 ANP; 0% at EC30 ANP, 100% saturating ANP. activation, % at 10 µM. 370,000 compounds, 0.14% hits. AID 1671463; in the data active = activation above about 40%
Target sequence (P16066 whole entry, looked up): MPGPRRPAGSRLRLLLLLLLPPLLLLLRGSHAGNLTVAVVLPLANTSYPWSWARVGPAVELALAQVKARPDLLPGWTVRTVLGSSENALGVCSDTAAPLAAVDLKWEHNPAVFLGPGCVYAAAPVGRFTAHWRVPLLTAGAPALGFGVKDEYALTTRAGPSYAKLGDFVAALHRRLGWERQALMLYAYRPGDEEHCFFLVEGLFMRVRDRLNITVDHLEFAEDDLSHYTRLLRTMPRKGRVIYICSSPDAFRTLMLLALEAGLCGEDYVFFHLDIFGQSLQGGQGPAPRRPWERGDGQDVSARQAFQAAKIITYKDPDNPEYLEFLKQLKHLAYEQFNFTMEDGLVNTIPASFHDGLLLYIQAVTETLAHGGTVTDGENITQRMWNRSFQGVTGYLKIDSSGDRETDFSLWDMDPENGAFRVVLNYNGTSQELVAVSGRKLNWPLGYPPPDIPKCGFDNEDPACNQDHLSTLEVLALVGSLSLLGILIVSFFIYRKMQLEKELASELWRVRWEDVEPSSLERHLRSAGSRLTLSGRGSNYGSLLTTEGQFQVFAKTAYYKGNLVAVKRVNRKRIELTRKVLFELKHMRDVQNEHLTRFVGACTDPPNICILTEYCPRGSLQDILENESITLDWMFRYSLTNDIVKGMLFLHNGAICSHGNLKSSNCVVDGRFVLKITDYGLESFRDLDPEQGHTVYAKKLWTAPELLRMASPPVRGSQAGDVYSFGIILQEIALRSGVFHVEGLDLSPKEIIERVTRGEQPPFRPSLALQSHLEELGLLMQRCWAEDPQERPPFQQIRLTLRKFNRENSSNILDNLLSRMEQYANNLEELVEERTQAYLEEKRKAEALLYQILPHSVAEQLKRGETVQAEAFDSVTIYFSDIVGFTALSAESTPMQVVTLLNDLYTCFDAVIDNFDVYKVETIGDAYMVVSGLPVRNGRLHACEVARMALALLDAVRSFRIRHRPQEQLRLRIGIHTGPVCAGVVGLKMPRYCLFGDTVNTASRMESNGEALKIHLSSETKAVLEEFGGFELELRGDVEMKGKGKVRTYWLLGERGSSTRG
GAA850 FXN act – increases GAA850 frataxin promoter reporter activity | HEK293 lucGAA850 FXN promoter luciferase reporter, 24 h; percent of 10 µM SAHA response | activation, % at 6 µM | 360,000 compounds, 0.56% hits;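 active = activation above the average of all compounds screened plus 3 SD, cutoff fixed separately per campaign, cut at about 7.5% in these data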;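 also: 0% = DMSO wells and 100% = 10 µM SAHA wells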
ADAM17 inh – inhibitors of human ADAM17 | inhibition, % at 6.95 µM | AID 720648 | recombinant ADAM17, EDANS/DABCYL FRET peptide cleavage | 370,000 compounds, 0.83% hits | P78536;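 active = inhibition above the mean of compounds lying between control limits plus 3 SD, set per campaign, cut at about 8.5% in these data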;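 also: 0% = DMSO-only wells as the low control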
hcDAF-12 act – H. contortus DAF-12 activation, primary screen; HEK293 hcDAF-12 lit1-tk-luc reporter, luminescence; 0% DMSO, 100% Δ7-dafachronic acid; activation, % at 6.8 µM; 370,000 compounds, 1.4% hits;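 active = activation above the mean of all tested compounds plus 3 SD, cut at about 5.5% in these data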;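 also: 100% = response to 3 µM Δ7-dafachronic acid high control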
ADAM10 inh – inhibitors of human ADAM10; O14672; recombinant ADAM10, EDANS/DABCYL FRET peptide cleavage, 3 h; inhibition, % at 7 µM; 370,000 compounds, 0.62% hits;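 active = inhibition above a per-campaign cutoff equal to the mean of compounds falling between control-based bounds plus 3 SD, cut at about 20% in these data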;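 also: 0% = DMSO wells while the 100% control is not disclosed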
ssDAF12 agonist – activates DAF-12 receptor from parasite S. stercoralis. HEK293 ssDAF-12/GRIP1 lit1-tk-luc reporter, luminescence; % of 3 µM dafachronic acid response. 370,000 compounds, 1% hits. activation, % at 6.8 µM;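 active = activation above the mean over all tested compounds plus 3 SD, cut at about 0.9% in these data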;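 also: 0% = DMSO-only wells and 100% = 3 µM delta7-dafachronic acid wells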
Starred values were filed as active, the others as inactive; i = inactive; nt = no result given.

Structure	SMARCA2 activ	DAX1 inh-1	DAX1 inh-2	PG9 Ab binder	hgDAF12 agonist	NPR1 activator	GAA850 FXN act	ADAM17 inh	hcDAF-12 act	ADAM10 inh	ssDAF12 agonist
O=C(COC(=O)c1ccccn1)Nc1cccc(Cl)c1Cl	0	-0.6	-1.4	-2.1	3.6	2	0.2	-6	-1.6	-3	-0.7
Cc1ccc(S(=O)(=O)N2CCN(CC(=O)N/N=C\c3ccc(O)c(O)c3)CC2)cc1	-4	1.9	-0.3	-2.2	1.7	-3	3.7	-9	0.5	-14	-0.8
CCCCCCN1C[C@@H](O)[C@H](n2cc(-c3ccc(F)cc3)nn2)C[C@@H]1c1ccccc1	-3	1.8	-0.2	-0.9	0.7	2	1.0	0	0.3	-13	-0.9
COc1cc(Cn2nnc3ccccc32)ccc1O	1	0.1	-0.3	-0.5	-1.8	1	2.0	-2	-0.6	4	-1.3
Cc1ccc(S(=O)(=O)NC(=O)Cn2nnc(-c3ccccc3)c2COc2ccc3ccccc3c2)cc1	-2	nt	1.4	1.5	0.3	-2	-0.2	0	-1.1	3	-0.9
Nc1nc(NC(=O)c2ccco2)nn1-c1ccccc1	0	-0.5	2.7	0.2	9.0	1	5.3	-4	-0.1	5	-0.7
O=C(NC1CCCC1)C1c2ccccc2OCC(=O)N1CC(F)(F)F (centres undefined)	-3	nt	1.0	-0.2	1.9	-6	nt	0	-0.9	3	-0.3
CCOC(=O)Nc1ccc2c(c1)N(C(=O)CCN1CCOCC1)c1ccccc1S2=O (centres undefined)	0	-1.6	-1.3	0.4	-4.3	3	0.9	4	-1.8	6	-1.7
Cc1ccc(Cl)cc1N1CCN(C(=O)CNC(=O)c2ccc(Br)o2)CC1	-2	-0.1	-1.0	-1.6	-0.9	-7	0.2	-4	-2.4	-6	-1.1
C/C(=N\Nc1ccc2nncn2n1)c1ccco1	3	1.8	-0.2	-1.6	1.0	-2	-0.4	1	0.8	7	-0.2
CN(C1CCCCC1)S(=O)(=O)c1ccc(NC(=O)c2ccc(Br)o2)cc1	-1	-0.1	-1.2	-0.6	-2.2	0	2.2	6	-2.9	20*	-1.3
NC(=O)Cc1cn(-c2ncc(C(F)(F)F)cc2Cl)c2ccccc12	-1	0.3	-0.5	-1.8	1.3	-1	0.9	-4	-0.1	2	-1.1
Cc1ccc(NC(=O)Nc2cccs2)nc1	6	2.4	0.5	-1.6	9.1	5	2.0	0	0.1	-5	-0.4
O=C(Nc1ccc(OCCO)cc1)c1csc([C@H]2C[C@H](O)[C@@H](CO)O2)n1	0	nt	-0.7	-1.0	-2.9	3	-0.4	-4	-1.3	-6	-1.2
CNC(=O)CSc1nnc(NC(=O)C2CC(=O)N(c3ccccc3OC)C2)s1 (centres undefined)	2	-0.3	0.5	-4.1	-1.8	1	1.4	1	-2.5	7	-1.3
CCN(CC)CC#CCC(O)(c1ccccc1)c1ccccc1	4	0.5	0.1	-0.7	0.4	-18	-0.1	2	-1.4	1	-0.6
CN1C[C@@H](CO)O[C@@H](n2cnc3c(N4CCOCC4)ncnc32)C1	4	nt	0.4	-0.1	4.8	3	-1.0	-5	-0.2	-6	-1.4
COc1ccc(/C=N/Nc2nnc(Cc3ccc(OC)c(OC)c3)c(=O)[nH]2)cc1OC	-3	-1.4	0.8	-2.1	-0.3	-1	-0.3	4	-1.5	18	-1.0
COc1cc(C2NC(=O)C(C#N)=C(S)N2c2ccc(C)cc2)ccc1OC(C)C (centres undefined)	1	-0.4	0.0	-1.9	-0.6	11	0.1	-1	-1.1	-5	-1.2
Cc1ccc(CSCC(=O)NCc2ccc(F)cc2)cc1	0	0.3	-0.3	-0.6	-2.5	-3	-0.4	-4	-0.9	0	-1.7
CCCCOC(=O)Oc1ccc2c(=O)c(Oc3cc(C)cc(C)c3)coc2c1	-2	-0.6	0.1	-0.2	2.6	0	2.4	-63	0.3	-195	-0.7
Nc1nc(SCC(=O)Nc2c(Br)cc([N+](=O)[O-])cc2Br)n[nH]1	-2	0.5	0.5	-1.3	-3.6	-1	2.6	-4	1.1	2	-1.1
S=C(NCc1ccc(Cl)cc1)Nc1ccncc1	-5	-2.2	-11	-0.3	-7.0	-1	-2.4	8.9*	-3.9	7	-1.8
CCN(CC(=O)c1c(N)n(C)c(=O)n(C)c1=O)c1cccc2ccccc12	-5	-0.3	-0.3	1.7	-1.1	1	-2.5	-6	1.8	-26	-0.1
CCn1c(C)nnc1SCC(=O)NC1CCCCCC1	3	0.2	0.3	-1.6	1.9	6	1.4	-1	1.4	-5	-0.9
Cc1c(NC(=O)COC(=O)c2cccc(F)c2)c(=O)n(-c2ccccc2)n1C	0	-0.1	-0.6	-0.9	-1.4	5	1.7	-6	-0.3	-13	-1.4
CCOc1ccc(N(CC(=O)Nc2cccnc2)S(=O)(=O)c2ccc(C)cc2)cc1	1	-0.5	-0.1	-0.1	-0.1	-2	0.1	0	-1.8	2	-1.2
Cc1ccc(NC(=O)CNC(=O)CC23CC4CC(CC(C4)C2)C3)c(O)c1	-2	1.2	2.7	-2.7	-4.3	3	0.8	16*	0.5	1	-0.6
O=C(N/N=C/c1ccccn1)c1ccc([N+](=O)[O-])cc1Cl	-1	-0.1	0.6	1.2	2.1	0	1.0	-6	1.7	-6	0.0
COc1ccc(C=C(C#N)C(=O)c2ccccc2)cc1	-4	nt	-0.8	-1.5	0.3	6	nt	-11	0.8	-38	-0.8
O=C1CCC(/C=C/c2ccccc2)=NN1	-1	-0.3	0.8	-2.4	2.8	1	3.0	0	-0.2	-6	-0.8
Cc1cc(Cl)ccc1OCC(=O)N(Cc1cccs1)C1CCS(=O)(=O)C1 (centres undefined)	0	-0.5	-0.1	0.4	-3.2	-25	1.5	-1	-2.7	-4	-0.9
CN1CCN(c2ccc(NC(=O)c3cc(Cl)c4c(c3)OCCO4)cc2)CC1	0	-0.5	0.9	-2.4	3.4	-4	3.6	-4	-0.6	-7	-0.8
CC(C)OC(=O)c1ccc(NC(=O)c2cncc(Br)c2)cc1	0	-0.3	-0.8	-1.5	-2.1	1	0.4	-1	-2.6	8	-2.0
O=C(NCCc1ccccn1)c1cc(-c2ccc(Cl)c(Cl)c2Cl)nc2ccccc12	0	-1.5	-1.3	2.3	-6.1	7	0.5	7	-1.3	6	-1.9
CCCCCOC(=O)CSc1nnc(-c2ccccc2)c(=O)[nH]1	-3	-0.6	0.2	-0.8	0.7	4	-0.1	-5	-0.9	-7	-1.6
N#Cc1c(N)nc(Sc2ccc(Cl)cc2)c(C#N)c1-c1ccccc1Cl	-6	-3.0	-0.1	-0.5	-1.4	1	0.3	-5	-1.7	2	-1.5
COCCN=c1scc(-c2cccs2)n1/N=C(\C)c1ccco1	4	0.7	2.5	-0.4	3.9	2	5.2	-1	0.8	0	-1.5
Cc1ccc(S(=O)(=O)N(C)c2ccc(OCC(=O)Nc3nnc(C4CC4)s3)cc2)cc1	-6	0.4	-0.5	1.0	-1.0	2	-0.9	3	-0.7	8	-1.0
CN(C)CCn1c(SCc2ccccc2C#N)nc2c(sc3ccccc32)c1=O	2	2.2	0.0	1.4	-0.1	-5	-1.5	-237	1.6	i	-1.0
COc1cccc(CN(C)CC(=O)Nc2cc(S(=O)(=O)N3CCCC3)ccc2Cl)c1OC	-3	-0.7	-5.4	-0.2	-2.0	0	-0.1	1	-2.4	0	-0.7
O=C(CSc1nccn1-c1ccc(Cl)cc1)N1CCCc2ccccc21	-3	0.4	-0.4	-0.8	-0.8	-27	0.3	0	-1.9	3	-1.1
COC(=O)C1CCN(C(=O)CSc2nnc(-c3ccccc3)o2)CC1	-1	0.6	1.0	-55	-0.1	0	-1.0	0	-0.5	-2	-0.8
Cc1ccc(C2=NN(CC(=O)NCc3ccco3)C(=O)CC2)cc1	-3	-0.9	-0.9	-2.6	5.1	1	0.8	3	-1.6	-2	-1.0
COCCN1C(=O)C(=O)/C(=C(/O)c2cccc(OC)c2)C1c1ccco1 (centres undefined)	-2	-0.5	-0.1	-0.2	1.9	3	0.2	-3	-0.4	5	-0.9
CCCCOC(=O)C1=C(C)NC(=O)NC1c1ccccc1 (centres undefined)	-2	0.1	0.0	-0.1	-0.7	-6	0.7	-4	-2.5	-11	-1.9
CCCNC(=O)CCc1cc(C(C)(C)C)c(O)c(C(C)(C)C)c1	0	-1.1	0.0	1.9	-1.1	5	1.9	3	-1.6	-2	-1.4
Cc1nnc(SCCn2c(Br)nc3c2c(=O)n(C)c(=O)n3C)s1	1	-0.7	0.3	0.0	0.7	2	-0.5	3	-0.8	1	-1.4
CCn1nccc1NC(=O)c1csc([C@@H]2O[C@H](CO)[C@H](O)[C@H](O)[C@H]2O)n1	-2	nt	-0.7	-1.6	2.5	4	-1.3	-2	0.5	-10	-0.4
CCCC(C(=O)NC1CCCC1)N(CC1CCCO1)C(=O)CNS(=O)(=O)c1ccc(F)cc1 (centres undefined)	0	-0.1	-0.3	-0.9	3.4	0	1.3	1	-1.4	-9	-1.5

Following part:
Structure	SMARCA2 activ	DAX1 inh-1	DAX1 inh-2	PG9 Ab binder	hgDAF12 agonist	NPR1 activator	GAA850 FXN act	ADAM17 inh	hcDAF-12 act	ADAM10 inh	ssDAF12 agonist
COC(=O)[C@@]1(Cc2ccc(F)cc2)[C@H]2c3cc(C(=O)N(C)C)n(CC4CC4)c3C[C@H]2CN1C(=O)c1ccccc1	-5	nt	-0.5	0.0	1.4	-6	nt	-10	-1.9	-34	-1.0
COc1ccc(N(CC(=O)Nc2nccs2)S(=O)(=O)c2c(C)nn(C)c2C)cc1	-1	1.3	-1.2	-0.8	0.8	0	-0.3	-1	-1.2	-2	-1.1
Clc1ccc(/C=N/c2c(-c3ccc(Cl)cc3)nc3n2CCS3)cc1	1	0.8	0.0	-2.2	0.9	-1	-1.7	4	-0.8	8	-1.4
CC(C(=O)Nc1ccc2c(c1)OCCO2)N(c1ccccc1)S(C)(=O)=O (centres undefined)	-5	-1.5	1.4	1.0	-1.3	1	1.9	-6	-3.5	-4	-1.8
Brc1cccc(CNc2nc3ccccc3n2CCN2CCCCC2)c1	5	-1.6	0.5	-1.9	-2.3	-18	-2.0	0	-0.4	5	-2.1
COCCNC(=O)C1(C)CCN(C(=O)c2ccc(OC)c(F)c2)C1 (centres undefined)	-1	nt	0.0	0.0	4.1	1	0.8	1	3.8	-1	-0.7
O=C(c1cc(-c2ccc(Cl)cc2)n(-c2cc(Cl)ccc2Cl)n1)N1CCOCC1	-2	2.2	-0.6	2.3	0.4	-6	0.9	-3	3.0	-5	0.1
CN=c1sc2c(n1C)C(=O)c1ccccc1C2=O	-5	0.6	-1.9	-12	-2.2	-4	0.3	-4	1.0	-14	-1.0
COc1ccc(OC)c(NC(=O)C23CC4CC(C2)CC(n2cnc(Br)n2)(C4)C3)c1	-4	-0.9	-0.7	-0.4	-1.3	-4	-1.3	5	-0.3	7	-1.8
